Assay outcomes (PubChem BioAssay)
NCI-60 one-dose screen, 48 h, at 10 µM unless noted. Numbers give growth in % (100 = growth as untreated, 0 = no growth, -100 = all killed).
HL-60(TB): HL-60(TB) leukemia cells. 78,000 tested, 9% active; active means growth percent below 10
Numbers without * were called inactive; & = joins results of further samples; [ ] = dose if it differs, or a comment. The list is partial (hit frequency here may not be typical).

Start of the data: the first 15 compounds, ahead of the listing:
SMILES	HL-60(TB)
COc1cc2oc(-c3cccc(C(=O)Nc4ccc(Cl)cc4)c3)cc(=O)c2c(OCC(=O)N[C@@H](Cc2ccccc2)C(=O)O)c1OC	115
O=C(Nc1ccc2c(O)c(N=Nc3ccc4c(O)cc(S(=O)(=O)O)cc4c3)c(S(=O)(=O)O)cc2c1)c1ccccc1	101
O=S(=O)(Nc1ccc2c(c1)OC(F)(F)O2)c1ccc(-c2cnc(C3CC3)o2)cc1	3.8*
CCCn1nc(C(=O)N2CCCCC2)c2c1CCC(NCc1ccc(N3CCCCC3)cc1)C2 (stereo not drawn)	90
CSc1nc(N)c(CNC(C)c2ccccc2)c(=O)n1C (stereo not drawn)	81
COc1cc(-c2nc(SC(C)C)nc(Nc3ccc(F)c(Cl)c3)c2C#N)cc(OC)c1OC	95
O=C1C2=C(Nc3ccccc3SC2c2ccccc2)c2ccccc21 (stereo not drawn)	79
COC(=O)c1cc(C(=O)C(Br)Br)n2c1ccc1c3ccccc3ccc12	76
CCC(C)[C@@H]1NC(=O)[C@H](C(C)CC)NC(=O)[C@H](C(C)CC)NC(=O)[C@@H]2CCCN2C(=O)[C@H](C(C)O)NC(=O)[C@@H]2CCCN2C(=O)[C@@H]2CCCN2C(=O)[C@H](CC(C)C)NC1=O (stereo partly drawn)	102
O=c1oc2ccccc2cc1C1=NN=C(SCc2ccccc2)SC1	102
CCCCN(CCCC)CC(C)(O)c1cc(-c2ccc(Cl)cc2)nc2c(C)cc(C)cc12 (stereo not drawn)	96
O=C(CCSc1nc(-c2ccccc2)c(-c2ccccc2)o1)N1CCCCC1	91
C[C@@H]1[C@H]2C[C@@H](C[C@H]1NCc1nc3ccccc3n1C1CCCCCC1)C2(C)C	15
COc1cc(/C=C/C(=O)O)ccc1OC(C)=O	113
Cc1cc(N)c2cc(N)ccc2n1	118

The whole of this part, from the start:
SMILES	HL-60(TB)
COc1cc2oc(-c3cccc(C(=O)Nc4ccc(Cl)cc4)c3)cc(=O)c2c(OCC(=O)N[C@@H](Cc2ccccc2)C(=O)O)c1OC	115
O=C(Nc1ccc2c(O)c(N=Nc3ccc4c(O)cc(S(=O)(=O)O)cc4c3)c(S(=O)(=O)O)cc2c1)c1ccccc1	101
O=S(=O)(Nc1ccc2c(c1)OC(F)(F)O2)c1ccc(-c2cnc(C3CC3)o2)cc1	3.8*
CCCn1nc(C(=O)N2CCCCC2)c2c1CCC(NCc1ccc(N3CCCCC3)cc1)C2 (stereo not drawn)	90
CSc1nc(N)c(CNC(C)c2ccccc2)c(=O)n1C (stereo not drawn)	81
COc1cc(-c2nc(SC(C)C)nc(Nc3ccc(F)c(Cl)c3)c2C#N)cc(OC)c1OC	95
O=C1C2=C(Nc3ccccc3SC2c2ccccc2)c2ccccc21 (stereo not drawn)	79
COC(=O)c1cc(C(=O)C(Br)Br)n2c1ccc1c3ccccc3ccc12	76
CCC(C)[C@@H]1NC(=O)[C@H](C(C)CC)NC(=O)[C@H](C(C)CC)NC(=O)[C@@H]2CCCN2C(=O)[C@H](C(C)O)NC(=O)[C@@H]2CCCN2C(=O)[C@@H]2CCCN2C(=O)[C@H](CC(C)C)NC1=O (stereo partly drawn)	102
O=c1oc2ccccc2cc1C1=NN=C(SCc2ccccc2)SC1	102
CCCCN(CCCC)CC(C)(O)c1cc(-c2ccc(Cl)cc2)nc2c(C)cc(C)cc12 (stereo not drawn)	96
O=C(CCSc1nc(-c2ccccc2)c(-c2ccccc2)o1)N1CCCCC1	91
C[C@@H]1[C@H]2C[C@@H](C[C@H]1NCc1nc3ccccc3n1C1CCCCCC1)C2(C)C	15
COc1cc(/C=C/C(=O)O)ccc1OC(C)=O	113
Cc1cc(N)c2cc(N)ccc2n1	118
O=c1oc2ccccc2cc1-c1csc(N/N=C/c2cc3ccccc3nc2Cl)n1	116
O=C(Nc1ccccc1)C1=COCCS1	94
CC(C)(C)C(=O)OCOP(=O)(OCOC(=O)C(C)(C)C)C1CCCN(OC(=O)c2ccccc2)C1=O (stereo not drawn)	35
CCOc1ccc(Nc2cc([N+](=O)[O-])ccc2C(=O)O)cc1	95
Cc1cc2c(cc1-c1nc(/C=C/C(=O)O)ccc1C)C(C)(C)CCC2(C)C	93
CO[C@H]1c2c([nH]c3c4c(ccc23)OC(C)(C)C=C4)C(C)(C)[C@H]2C[C@]34CCCN3C(=O)[C@@]21NC4=O	91
O=C(Nc1ccc(-c2ccccc2)cc1)C(F)(F)F	81
CCOC(=O)c1csc2ncc(-c3ccc(C)cc3)n12	83
Nc1ncc2c(n1)-c1cccn1CC2	111
O=C(Nc1ccc(Cl)cc1F)c1cc(Br)ccc1O	-40*
CCOC(=O)c1cccc(NC2=CC(=O)C(C)=C(C)C2=O)c1	100
Cc1ccc(S(=O)(=O)OCCCCCOS(=O)(=O)c2ccc(C)cc2)cc1	77
CC(=O)N1C(=O)C2(NCC(C)N2)c2ccccc21 (stereo not drawn)	89
C/C(=N/O)c1ccc(F)cc1	102
N#C/C(=C\c1ccc(-c2ccc(Cl)cc2)o1)C(=O)Nc1ncc(Cc2ccc(Cl)cc2)s1	80
CC(=O)c1ccc(Nc2nc(SCC(=O)Nc3nc4ccc(C)cc4s3)nc(-c3ccccc3)c2C#N)cc1	85
O=C(c1nc2ccccc2[nH]1)C1C(c2ccccc2O)C2CC3CCCC[C@H]3N2[C@@]12C(=O)Nc1cc(Cl)ccc12 (stereo partly drawn)	48
C/C=C\CSc1ncnc2nc[nH]c12	97
Oc1ccc2ccccc2c1/C=N/N=C/c1c(O)ccc2ccccc12	109
Nc1ncc(-c2ccc(NS(=O)(=O)c3ccc(Cl)cc3)cc2)[nH]1	55
CC(C)C(OB(OC(C(C)C)C(C)C)OC(C(C)C)C(C)C)C(C)C	103
COc1cc(/C(=C2/O[C@@H]([C@H]3COC(C)(C)O3)[C@H]3OC(C)(C)O[C@@H]23)c2cccc(N)c2)cc(OC)c1OC	102
Nc1nc(Nc2cccnc2)nn1Cc1ccccc1	82
CC1=C2C(=C[C@@](C)(C=O)[C@@H]2O)C(=O)[C@](C)(O)C12CC2	-12*
O=C1NC(=O)/C(=C/c2ccc(O)cc2)N1	82
O=c1c(O)c(-c2ccc(O)c(O)c2)oc2cc(O)ccc12	96
CC1Cc2c(ncn3c(-c4cccnc4)nnc23)N(C)c2ccccc21 (stereo not drawn)	97
N[C@H]1CCC[C@@H]1NCCCCN1C(=O)c2cccc3cc([N+](=O)[O-])cc(c23)C1=O	29
CCC(=O)Oc1ccc(/C(=C(/C)Cc2cccc(OC)c2)c2ccc(OCCN3CCCC3)cc2)cc1	107
O=C1c2ccccc2-c2cn(Cc3ccccc3)c3cccc(c23)C1c1ccccc1 (stereo not drawn)	82
O=C(Nc1ncc(Cc2ccc(Br)cc2)s1)C1=NCCCN1	98
CCC[CH2][Sn]([CH2]CCC)([CH2]CCC)[O]C(=O)CC	-2.0*
COc1ccc(Cn2c(Br)c3c(c2-c2ccccc2)CCc2sc(NC(=O)c4ccc(OC)cc4)nc2-3)cc1	48
COc1cccc2c1O/C(=C\c1c([N+](=O)[O-])ncn1C)C2=O	96
C1CN(SSN2CCOCC2)CCO1	36[100 µM]

Following part.
SMILES	HL-60(TB)
COc1cc2c(cc1OC)[C@@H]1N(CC2)C(=O)c2ccccc2[C@@]1(C)C(=O)O	104
O=c1/c(=C/C=C/c2ccccc2)sc2nc3ccccc3n12	104
Cc1ccc(-c2cc(NS(=O)(=O)/C=C/c3ccccc3)n[nH]2)cc1	83
COc1cccc([N+](=O)[O-])c1	81
COc1ccccc1CNC(=O)CCn1c(=O)[nH]c2ccsc2c1=O	107
CCCC(=O)c1ccco1	86
COc1c(O)c(O)cc2c3c(oc12)CC(c1ccc(Cl)cc1)CC3=O (stereo not drawn)	56
O=C(Nc1ccccc1Cl)OCC#CCOC(=O)Nc1ccccc1Cl	99
CC(C)(N)COC(=O)c1ccccc1	99
Cn1cc(C(=O)C[n+]2ccccc2)c2ccccc21	99
CC(C)C[C@@H](CO)N(Cc1ccccc1)S(=O)(=O)N(Cc1ccccc1)[C@@H](CO)CC(C)C	112[1 µM]
COc1cc(OC)c(OC)cc1O	107
COc1ccc(/C=N/NC(=O)Cn2nc(Cc3ccc([N+](=O)[O-])cc3)c3onc(C)c3c2=O)cc1	84
N#C/C(=C\c1ccccc1Br)C(=O)c1ccccc1	99
CCCCN(CCCC)CCCNC(=O)OCC	97
CCCc1nc(N)nc(N)n1	107
C(=C\c1ccccc1)/CN1CCN(C(c2ccccc2)c2ccccc2)CC1	85
Cc1ccc(S(=O)(=O)NCCC(CC(C)c2cc3ccccc3s2)c2ccccc2)cc1 (stereo not drawn)	101
Nc1ccc(N)c(N)c1	101
C1CCC(N2CN3c4nonc4N4CN(C5CCCCC5)CN5c6nonc6N(C2)C3C45)CC1 (stereo not drawn)	100
COC(=O)CCCC1CCC(CCCC(=O)OC)CC1 (stereo not drawn)	119
Nc1nc(=S)c2ncn(C3CCCCC3)c2[nH]1	84
CCOC(=O)N1CCc2c(sc3nc4nc[nH]n4c(=O)c23)C1	103
COc1ccc(/C=C(\C#N)n2nnc3cc(F)c(F)cc32)cc1	14
Cc1nc2ccccc2c(/C=C/c2ccccc2)c1C(=O)/C=C/c1cccs1	61
CCCCSc1nc(Nc2ccc(S(N)(=O)=O)cc2)c(C#N)c(-c2ccc(Cl)cc2)n1	63
CCCN(c1ccc(Cl)cc1)c1nc(-c2ccc([N+](=O)[O-])cc2)cs1	100
CC(C)(C)c1ccc(S(=O)(=O)OCC(=O)Nc2cccc(C(=O)O)c2O)cc1	71
Cc1c(C(=O)N[C@@H](Cc2ccccc2)C(O)C(=O)NCCc2ccccn2)[nH]c2ccccc2c1=O (stereo partly drawn)	101
CCOC(=O)CSc1nc2ccccc2c(=O)n1-c1cc(C)ccc1Cl	100
Cc1ccc(-c2cn3[nH]c(N)c(N=Nc4ccc(S(N)(=O)=O)cc4)c3n2)cc1	53
c1ccc(CNn2nnc3ccccc32)cc1	108
CCCCCCCCn1ccc2cc(NC(=O)Cn3cc(-c4ccc(F)cc4)nn3)ccc21	106
C=C(C)[C@@H]1CC[C@]2(C=NCCCNCCCCNCCCN)CC[C@]3(C)[C@H](CC[C@@H]4[C@@]5(C)CCCNC(C)(C)[C@@H]5CC[C@]43C)[C@@H]12	90
COc1cc2ccc(C(C)=O)c(O)c2cc1OC	107
COc1ccc(/C=C2/NC(=S)N(c3ccccc3)C2=O)cc1	99
O=C(O)c1ccc(NC(=O)c2cccc(Nc3ccnc(C(F)(F)F)c3)c2)cc1	94
CC(=O)c1ccc(NC(=O)C(=O)c2c[nH]c3ccccc23)cc1	97
C=CCOc1ccccc1C(=O)OC	81
O=S(=O)(CCl)C(Cl)(Cl)Cl	111
O=C1C=CC(=O)N1C1c2ccccc2-c2ccccc21	78
CO[C@H]1/C=C/O[C@@]2(C)Oc3c(C)c(O)c4c(O)c(c(/C=[N+]([O-])/[N+]([O-])=C/c5c6c(O)c7c(O)c(C)c8c(c7c5O)C(=O)[C@@](C)(O/C=C/[C@H](OC)[C@@H](C)[C@@H](OC(C)=O)[C@H](C)[C@H](O)[C@H](C)[C@@H](O)[C@@H](C)/C=C/C=C(/C)C(=O)N6)O8)c(O)c4c3C2=O)NC(=O)/C(C)=C\C=C\[C@H](C)[C@H](O)[C@@H](C)[C@@H](O)[C@@H](C)[C@H](OC(C)=O)[C@@H]1C	105
CC(Br)C(O)c1cc2c(cc1Br)OCO2 (stereo not drawn)	105
CCc1ccccc1-n1c(N)c(C#N)c(-c2ccc(Cl)cc2)c(C#N)c1=O	117
CN(C(=S)S(=O)(=O)C12CC3CC(CC(C3)C1)C2)c1ccccc1	11
Fc1ccc(NCc2cn(-c3ccccc3)nc2-c2ccc(OCc3ccccc3)cc2)cc1Cl	79
O=C(c1ccccc1)c1c(/C=C/c2ccc(Br)cc2)nc2ccccc2c1/C=C/c1cccs1	106
O=C1CCCCN1CCCCC#Cc1ccccc1C#Cc1ccc([N+](=O)[O-])cc1	-26*
CCN(CC)CCN(C)C(=O)C(O)(c1ccccc1)c1ccccc1	96
CCOC(=O)c1ccc(NC(=O)c2ccc(-n3c(=O)[nH]c4ccccc4c3=O)cc2)cc1	102

New compounds follow.
SMILES	HL-60(TB)
O=C(c1ccc(Cl)cc1)C(c1ccc(Cl)cc1)N1CCCCC1 (stereo not drawn)	99
CCCCCCCCCCCCCCCCCC(=O)OCC(=O)[C@@]1(O)CC[C@H]2[C@@H]3CCC4=CC(=O)CC[C@]4(C)[C@H]3[C@@H](O)C[C@@]21C	103
Cc1ccc(CCNc2ncnc(Cl)c2N)cc1	42
CCOC(=O)c1cc(C(=O)c2cc(OC)c(OC)c(OC)c2)n2c(-c3ccccn3)cccc12	98
CC1(C)OB(c2ccc(Cn3cc(F)c(=O)[nH]c3=O)cc2)OC1(C)C	98
COC(=O)C(C#N)(C#N)C1N2CN3CN(C2)CN1C3 (stereo not drawn)	114
COC(=O)c1occc1C	96
N#CC1=C(Nc2ccc(Cl)cc2)NC2c3ccccc3Sc3ccccc3N2C1=N (stereo not drawn)	51
CC(=O)n1c(-c2ccc(Br)cc2)cc(-c2cccn2C)c(C#N)c1=O	91
CC(=O)NS(=O)(=O)c1ccc(N)cc1	102
O=C(Nc1ccc([N+](=O)[O-])cc1)c1cc2ccccc2cc1O	-17*
COc1cccc(Cn2cc3c(c2-c2ccccc2)CCc2cnoc2-3)c1	70
COc1ccc(-c2cnc(N)nc2-c2ccc(OC)cc2O)cc1	79
c1ccc(-c2ccc3c(c2)NCCN3)cc1	95
CCCC(=O)NNc1[nH]c(-c2ccc(OC)cc2)cc1C(=O)OCC	-28*
COc1ccc(-c2nnc(SCC(=O)N3CCN(c4cc5c(cc4F)c(=O)c(C(=O)O)cn5C4CC4)CC3)n2-c2ccccc2)cc1OC	81
CC1CN(CCO)CC(C)O1 (stereo not drawn)	102
CC(C)(C)Nc1c(-c2c(O)c3ccccc3oc2=O)nc2sccn12	100
Nc1nc(N)c2c(n1)NC(c1cccc(Nc3ccnc4cc(C(F)(F)F)ccc34)c1)CC(c1ccc3c(c1)OCO3)=N2 (stereo not drawn)	77
O=C1CC(c2nc3ccccc3[nH]2)CN1c1ccccc1 (stereo not drawn)	100
COc1ccc(/C=N\NC(=O)CCCCC(=O)N/N=C\c2ccc(OC)cc2)cc1	68&140
O=c1[nH]nc(-c2ccccc2)c2sc3ncc(-c4ccc(Br)cc4)n3c12	13
